# EBV gp42 inh = inhibitors of Epstein-Barr virus glycoprotein 42; inhibition, % (tested at 21.74 µM); Q1HVG2; hit rate 0.42% among 220,000; Fluorescence polarization binding assay, mP read-out; in the data active = inhibition above about 50%
# Target sequence (Q1HVG2 whole entry, looked up): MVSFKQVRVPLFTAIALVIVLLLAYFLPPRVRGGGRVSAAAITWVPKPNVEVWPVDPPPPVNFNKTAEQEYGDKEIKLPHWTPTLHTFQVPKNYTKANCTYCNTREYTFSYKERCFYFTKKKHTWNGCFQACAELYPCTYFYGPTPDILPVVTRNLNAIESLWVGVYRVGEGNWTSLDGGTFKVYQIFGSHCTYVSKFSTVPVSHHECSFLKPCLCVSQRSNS
# Furin inh = blocks human furin protease activity. purified furin, fluorogenic substrate cleavage. P09958. AID 463115. hit rate 0.061% among 220,000. inhibition, % at 30 µM; in the data active = inhibition above about 25%; note: inactives centre near -15
# Target sequence (P09958 108-714 limits assumed): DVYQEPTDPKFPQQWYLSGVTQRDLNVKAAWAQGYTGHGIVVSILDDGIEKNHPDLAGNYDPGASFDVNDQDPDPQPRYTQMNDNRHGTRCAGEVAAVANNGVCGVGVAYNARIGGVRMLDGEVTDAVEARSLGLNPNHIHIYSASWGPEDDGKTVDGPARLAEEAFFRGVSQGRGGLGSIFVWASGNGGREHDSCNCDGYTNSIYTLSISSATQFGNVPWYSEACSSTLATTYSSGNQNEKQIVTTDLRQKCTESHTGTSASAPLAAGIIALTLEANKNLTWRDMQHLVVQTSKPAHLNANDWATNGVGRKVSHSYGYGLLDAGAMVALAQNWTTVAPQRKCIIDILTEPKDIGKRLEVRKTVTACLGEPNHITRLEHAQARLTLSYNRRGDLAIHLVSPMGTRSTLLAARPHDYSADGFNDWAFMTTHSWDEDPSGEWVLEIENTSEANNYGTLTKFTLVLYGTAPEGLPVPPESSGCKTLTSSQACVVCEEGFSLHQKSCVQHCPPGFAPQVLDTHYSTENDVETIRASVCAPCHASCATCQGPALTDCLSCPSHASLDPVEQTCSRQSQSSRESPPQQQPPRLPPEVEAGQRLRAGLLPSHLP
# Cl transport mod = KCC2 (human) Cl- transport modulation; Q9H2X9; KCC2 cells, thallium flux FluoZin-2 fluorescence; B-score of Tl+ flux slope (higher = more flux/activation; lower = inhibition) at 10 µM; hit rate 2.2% among 190,000;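 active = thallium flux slope and its plate-corrected score both differing from the plate sample mean at a set confidence after two filtering rounds, in either direction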;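 note: slope of fluorescence scaled to starting intensity during 10 to 20 s after thallium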
# m-calpain inh = blocks pig calpain II enzyme activity; hit rate 0.37% among 220,000; purified calpain II, fluorogenic peptide substrate, 30 min; inhibition, % at 16 µM; AID 1236;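 active = inhibition above about 50%, limit read from the data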
# PPC-1+TRAIL kill = kills PPC-1 cancer cells in the presence of TRAIL; PPC-1 cells + TRAIL, ATPLite viability luminescence; cell killing (% activity), % at 4 µM; hit rate 0.41% among 220,000; AID 1443;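 active = cell killing above 50% in the first pass at 4 µM, then a duplicate retest at 5 µM averaging 50% or more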;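 note: plate controls were cells with TRAIL plus DMSO for no effect and medium-only wells lacking cells for full effect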
# thrombin 1536 = thrombin (human) inhibition. P00734. alpha-thrombin, Boc-VPR-AMC fluorogenic substrate cleavage. inhibition, % at 5 µM. hit rate 0.26% among 220,000. AID 1046;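 active = inhibition at or above 40%; inactive = inhibition below 40%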;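 note: 0% = enzyme with no compound and 100% = wells without enzyme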
#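 System: Human alpha-thrombin protein | Medium: pH 7.5 Tris (50 mM) with NaCl 150 mM, Tween 20 0.05% | Times: Enzyme reaction carried out at room temperature | Detection: AMC fluorescence, 355/460 nm | Evaluation: Percent inhibition scaled between no-compound controls and no-enzyme blanks | Benchmarks: Enzyme without compound as high, wells lacking enzyme as low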
# Tb hexokinase = T. brucei hexokinase 1 inhibition; inhibition, % at 10 µM; hit rate 0.11% among 220,000; recombinant TbHK1, G6PDH-coupled NADH A340; AID 1430;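 active = inhibition of 50% or more in the single-dose primary screen; inactive = inhibition below 50%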
# TRPN1 ag = zebrafish TRPN1 (NompC) channel agonism. HEK293 zebrafish TRPN1-YFP, Fluo-8 calcium fluorescence; 100% = response to 87 µM carbachol. activation, % at 3 µM. hit rate 0.18% among 220,000;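 active = activation above its plate's cutoff, the mean activation of test wells on that plate plus 3 SD, cut at about 19% in these data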;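 note: 0% = DMSO alone and 100% = 87 µM carbachol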
#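 Material – zebrafish TRPN1-YFP in HEK293 cells · Doses – 3 µM single point · Schedule – dye 1 h 37 °C plus 30 min RT · Signal – Fluo-8 calcium fluorescence, excitation 470-495 nm, emission 515-575 nm · Read-out – % activation versus carbachol response · Control set – carbachol high, DMSO low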
# TRPML3 ag = activates the human TRPML3 channel. AID 1448. hit rate 0.29% among 220,000. HEK293 TRPML3-YFP, Fluo-8 calcium fluorescence; 100% = the carbachol control signal. activation, % at 3 µM;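 active = activation above its plate's cutoff, the mean activation of the plate's test wells plus 3 SD, cut at about 12% in these data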;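 note: 0% = DMSO only wells and 100% = carbachol wells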
#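 Test system: HEK293 cells stably carrying human TRPML3-YFP; Doses: single dose, 3 µM final nominal compound, 0.3% DMSO final; Schedule: dye loading 1 h 37 °C then 30 min ambient, 125 s read; Technique: Fluo-8 calcium fluorescence; Benchmarks: high control carbachol 87 µM, low control DMSO.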
# Numbers without * were called inactive; · = no result given; [ ] = another dose, or the depositor's remark.
SMILES,EBV gp42 inh,Furin inh,Cl transport mod,m-calpain inh,PPC-1+TRAIL kill,thrombin 1536,Tb hexokinase,TRPN1 ag,TRPML3 ag
COc1ccc(N2C(N)=NC(N)=NC23CCCC3)cc1,12,-24,·,-13,-11,1,-1,2.4,0.6
FCCCOc1ccc(-c2nccc(-c3ccc(Br)cc3)n2)cc1,-12,-16[20 µM],·,23,19,-3,-11,-0.6,0.1
CCN(CC)C(=O)CSc1nc2[nH]ncc2c(=O)[nH]1,9,-22,-0.043,-26,-23,3,4,1.0,1.0
O=C1CCCC2=C1C(O)(C(F)(F)F)C(=O)N2Cc1ccccc1 (stereo not drawn),-31,-17[20 µM],0.077,6,13,5,-5,-1.7,-0.4
Cc1cc2nc(C3CCCN(C(=S)Nc4ccccc4C)C3)[nH]c2cc1C (stereo not drawn),-20,-15,·,-12,18,-2,-1,-0.9,-0.8
O=C(CN1CCOCC1)Nc1ccc(S(=O)(=O)N2CCCCCC2)cc1,-13,1,·,-6,6,0,1,1.0,0.8
O=C(c1cccs1)C1C(c2ccc(Br)cc2)NC(=S)NC1(O)C(F)(F)F (stereo not drawn),-12,-9,-0.86,10,22,-6,24,-0.9,0.1
O=C(NCCc1cccc(Cl)c1)c1cccnc1,-9,-12[20 µM],-0.22,-24,23,-7,4,1.0,0.3
Cc1c(C(=O)NCc2ccc3c(c2)OCO3)oc2ccc(S(=O)(=O)N3CCCCCC3)cc12,36,-18,-0.9,32,14,0,-1,-1.0,0.3
N/C(=N\OC(=O)c1cccc([N+](=O)[O-])c1)c1ccccn1,-10,-20,-0.53,-22,21,-9,0,-0.9,0.3
COc1ccc(N=CC=C2OC(C)(C)C(C)(C)O2)cc1OC,-8,-15,0.049,-22,-10,-1,-25,3.0,-0.1
COc1ccc(/C=N/NS(=O)(=O)c2ccccc2)cc1OC(=O)c1ccc(C)cc1,2,-21[20 µM],·,-15,0,-4,-8,0.0,0.0
Cc1ccc(-c2nc(C#N)c(N3CCCCC3)o2)cc1,-3,-36,-0.19,-123,-15,0,-14,-1.5,-0.5
O=C(CSc1ncn[nH]1)Nc1cc(S(=O)(=O)N2CCCC2)ccc1Cl,-13,-19,0.1,21,33,-2,-2,-0.1,0.3
O=C(C1CCN(S(=O)(=O)N2CCC3(CC2)OCCO3)CC1)N1CCc2ccccc2C1,-1,-14[20 µM],-1.9,14,-12,-6,-4,-0.7,0.6
CC(C)NC(=O)NC(=O)COC(=O)c1ccc(NC(=O)CC#N)cc1,-11,-6[20 µM],-0.27,-27,10,1,6,-0.3,0.6
CC1CCc2sc3nc(N4CCN(CCO)CC4)n4ncnc4c3c2C1 (stereo not drawn),1,-15,0.91,-46,10,-1,-9,0.4,0.5
CN1C(=O)N(c2cccc3ccccc23)C(n2cncn2)C1(C)C (stereo not drawn),-8,-21,0.23,-13,-2,2,-4,-0.6,0.6
CCOc1ccc(-c2cc(CCCC(=O)NCc3ccc(C)cc3)no2)cc1,-3,-16,-0.11,-43,-9,-8,-3,1.2,0.4
COc1ccc2[nH]c(=O)c(CN(CCCN(C)C)C(=O)Nc3ccccc3)cc2c1,-23,-18,·,-80,6,1,-22,0.2,0.0
CC1CCN(CCn2c(=S)[nH]c3cc4c(cc3c2=O)OCO4)CC1,-4,-14,1.8,-2,31,-4,-17,0.3,0.9
N#Cc1ccc(NC(=O)Nc2ccc(Cl)cc2)cc1,-10,-19,-1,-20,0,-2,5,22*,15*
O=C(NN1C(=O)C2C3C=CC(C4CC34)C2C1=O)c1cccc(Br)c1 (stereo not drawn),-5,-28,0.42,-5,18,0,-8,4.4,3.0
Cc1ccc(N(CC(=O)Nc2cc(Cl)ccc2Oc2ccccc2)S(C)(=O)=O)cc1C,-4,-6[20 µM],0.62,-6,14,-2,-8,-1.0,0.0
O=C(c1cccc(N2C(=O)C3CC=CCC3C2=O)c1)N1CCCc2ccccc21 (stereo not drawn),-10,-23,0.68,-14,-1,-4,2,0.2,0.2
# The listing continues.
SMILES,EBV gp42 inh,Furin inh,Cl transport mod,m-calpain inh,PPC-1+TRAIL kill,thrombin 1536,Tb hexokinase,TRPN1 ag,TRPML3 ag
Cc1cccc(CN2CCN(c3nc4nonc4nc3NC3CC3)CC2)c1,15,-8,0.29,-13,9,-4,-29,1.9,0.6
COc1ccc(CC(=O)NCc2ccco2)cc1OC,2,-28[20 µM],0.88,-10,28,-5,-6,-0.5,0.9
CNC(=S)N/N=C/c1ccco1,-18,-10,0.83,-16,-6,4,-28,2.9,0.9
CC(C)C1NC(=S)N(C2CCCCC2)C1=O (stereo not drawn),-2,-18,-0.37,-4,10,-3,-7,-0.5,0.0
CCC(=O)c1ccccc1OCCCN1C(=O)NC(C)(C)C1=O,-17,-14[20 µM],·,-17,15,-8,3,-0.4,0.4
CC(C)=CC(=O)OCC(=O)Nc1nc(C)c(Cl)cc1Cl,-3,-2,0.5,-49,6,0,1,-1.0,-0.5
CC(C(=O)NCc1ccccn1)N1C(=O)c2ccccc2C1=O (stereo not drawn),0,-14,·,7,0,104*,-4,1.0,0.4
Cc1ccsc1C1C(C#N)=C(N)N(N(C)C)C2=C1C(=O)CCC2 (stereo not drawn),-6,-16,-0.093,22,18,·,-5,-0.1,0.1
COc1ccc(NC(=O)c2cc(-c3cccc(OC)c3)on2)cc1,-7,-35,1.2,-69,7,-4,-8,-0.9,0.7
O=C(NC1CCCCC1)C(Cc1ccccc1)NS(=O)(=O)c1cccs1 (stereo not drawn),-13,-2[20 µM],·,-13,-5,4,0,-3.0,0.0
CSCCC(=O)Nc1cc(S(=O)(=O)N2CCOCC2)ccc1N1CCN(C)CC1,-17,-25,0.61,-4,12,0,1,-0.3,0.0
Cn1c(=O)c(C(=O)Nc2cccnc2)c(O)c2ccccc21,·,-5[20 µM],1.7,·,·,·,-3,1.2,0.4
CC(C)c1ccc(OCC(=O)NCc2ccco2)cc1,-8,-11[20 µM],-0.14,-24,-5,-7,7,-2.2,-0.4
O=C(Nc1cccc(C(F)(F)F)c1)N1CCC(c2nc(-c3ccc(F)cc3)no2)CC1,6,-7,0.52,35,14,23,0,4.0,3.6
COc1ccc(C(=O)NC2CCN(C(=S)Nc3ccc(C)c(C)c3)CC2)cc1,-8,-22,0.2,-5,7,2,1,-0.2,0.8
COC(=O)c1ccccc1NC(=O)c1ccccc1NS(C)(=O)=O,-6,-22[20 µM],2,9,4,0,-3,-1.9,-1.0
CCN(CC(O)COc1ccc(OCC(O)CN(CC)C2CCCCC2)cc1)C1CCCCC1 (stereo not drawn),-3,-13[20 µM],0.51,-13,·,-1,7,0.5,0.3
CCCOc1ccc(C(=O)OCC(=O)c2c(N)n(C)c(=O)n(C)c2=O)cc1OC,-19,-25,1.1,-44,3,-7,-5,1.0,1.0
CCOC(=O)C1C(=O)OC2(CCCCC2)C1C(=O)OCC (stereo not drawn),-15,-22[20 µM],·,-16,28,4,-9,-0.5,0.1
C=CCn1c(NC(=O)c2ccccc2Cl)c(C#N)c2nc3ccccc3nc21,-10,-28,-5.1,-143,26,-2,0,3.0,1.4
Cn1c(SCc2cnc(-c3ccccc3)s2)nnc1C1COc2ccccc2O1 (stereo not drawn),-9,-21,-2.5,38,-10,3,4,0.6,0.4
COc1ccc(/C(O)=C/Sc2nnc(Cc3ccccc3)o2)cc1,-7,-12[20 µM],-4.9*,-39,4,-1,-9,2.3,1.6
CCOc1ccc(S(=O)(=O)n2c(C)nc3ccccc32)cc1,-9,-7,0.55,-12,-5,-3,1,0.9,0.1
CC1=C(C(=O)OCc2ccccc2)C(c2ccc3ccccc3c2)NC(=O)N1CCCCCC(=O)O (stereo not drawn),10,-6,-3.4,-34,14,4,21,2.0,0.3
O=C(NCCCN1CCN(Cc2ccccc2)CC1)C1CCN(c2nnc(-n3cccc3)s2)CC1,-24,-16,0.35,-23,25,-3,-11,3.0,2.9

# Three entries from above, sorted by SMILES length, descending.
SMILES,EBV gp42 inh,Furin inh,Cl transport mod,m-calpain inh,PPC-1+TRAIL kill,thrombin 1536,Tb hexokinase,TRPN1 ag,TRPML3 ag
CCCOc1ccc(C(=O)OCC(=O)c2c(N)n(C)c(=O)n(C)c2=O)cc1OC,-19,-25,1.1,-44,3,-7,-5,1.0,1.0
CSCCC(=O)Nc1cc(S(=O)(=O)N2CCOCC2)ccc1N1CCN(C)CC1,-17,-25,0.61,-4,12,0,1,-0.3,0.0
Cn1c(SCc2cnc(-c3ccccc3)s2)nnc1C1COc2ccccc2O1 (stereo not drawn),-9,-21,-2.5,38,-10,3,4,0.6,0.4

# Other compounds follow.
SMILES,EBV gp42 inh,Furin inh,Cl transport mod,m-calpain inh,PPC-1+TRAIL kill,thrombin 1536,Tb hexokinase,TRPN1 ag,TRPML3 ag
c1cc(-c2noc(-c3ccc4c(c3)OCO4)n2)ccn1,·,-22[20 µM],·,·,·,·,-5,0.3,0.5
CCn1nc(C(=O)NCc2ccco2)c(Cl)c1Cl,-11,-22,0.75,23,21,-2,-1,-0.2,-0.6
COc1cc(/C=N/NS(=O)(=O)c2ccc(C)cc2)ccc1OCc1ccc(C(=O)O)cc1,-11,-11,-1.9,49,19,-1,-20,-1.2,-0.8
Cc1ccc(-c2nnc(SCC(=O)N3CCOCC3)nc2-c2ccc(C)cc2)cc1,-24,-12[20 µM],-0.042,25,13,3,-17,-2.4,-1.8
CC(C)CCNC(=O)CCCC1=NS(=O)(=O)c2ccccc2N1,21,-14,0.72,24,-1,-3,2,0.4,-0.1
COCCCN(C(=S)NC(=O)c1ccc(Br)cc1)c1c(N)n(Cc2ccccc2)c(=O)[nH]c1=O,5,-22,0.59,-1,8,3,-7,0.3,0.3
CCc1cc(=O)oc2cc3occ(C)c3cc12,2,-9,0.33,-96,27,-7,-8,-2.0,-0.1

# Entries shown so far with a Cl atom, in the order listed:
SMILES,EBV gp42 inh,Furin inh,Cl transport mod,m-calpain inh,PPC-1+TRAIL kill,thrombin 1536,Tb hexokinase,TRPN1 ag,TRPML3 ag
O=C(NCCc1cccc(Cl)c1)c1cccnc1,-9,-12[20 µM],-0.22,-24,23,-7,4,1.0,0.3
O=C(CSc1ncn[nH]1)Nc1cc(S(=O)(=O)N2CCCC2)ccc1Cl,-13,-19,0.1,21,33,-2,-2,-0.1,0.3
N#Cc1ccc(NC(=O)Nc2ccc(Cl)cc2)cc1,-10,-19,-1,-20,0,-2,5,22*,15*
Cc1ccc(N(CC(=O)Nc2cc(Cl)ccc2Oc2ccccc2)S(C)(=O)=O)cc1C,-4,-6[20 µM],0.62,-6,14,-2,-8,-1.0,0.0
CC(C)=CC(=O)OCC(=O)Nc1nc(C)c(Cl)cc1Cl,-3,-2,0.5,-49,6,0,1,-1.0,-0.5
C=CCn1c(NC(=O)c2ccccc2Cl)c(C#N)c2nc3ccccc3nc21,-10,-28,-5.1,-143,26,-2,0,3.0,1.4
CCn1nc(C(=O)NCc2ccco2)c(Cl)c1Cl,-11,-22,0.75,23,21,-2,-1,-0.2,-0.6

# High-throughput results deposited in PubChem BioAssay by several laboratories.
